# USP8 inh – inhibitors of human USP8 deubiquitinase; P40818; purified USP8, Ub-rhodamine cleavage fluorescence, 30 min; inhibition, % at 20 µM; actives 4.2% (n = 47,000); AID 1645853
# UCHL1 block – blocks human UCHL1 ubiquitin-rhodamine cleavage; P09936; purified UCHL1, Ub-rhodamine cleavage fluorescence; inhibition, % at 20 µM; actives 0.2% (n = 47,000); AID 1645859
# Target sequence (P09936 whole entry, looked up): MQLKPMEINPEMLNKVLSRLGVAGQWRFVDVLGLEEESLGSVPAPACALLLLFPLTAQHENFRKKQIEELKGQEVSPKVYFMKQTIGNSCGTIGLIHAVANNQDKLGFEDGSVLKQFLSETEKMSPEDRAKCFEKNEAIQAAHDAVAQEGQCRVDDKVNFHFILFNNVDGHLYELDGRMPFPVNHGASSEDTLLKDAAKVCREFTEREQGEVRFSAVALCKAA
# USP7 block – human USP7 deubiquitinase inhibition | purified USP7, Ub-rhodamine cleavage fluorescence | Q93009 | AID 1645854 | actives 0.3% (n = 47,000) | inhibition, % at 20 µM
# USP28 inh – human USP28 deubiquitinase inhibition; inhibition, % at 25 µM; actives 3% (n = 47,000); AID 1645857; purified USP28, Ub-rhodamine cleavage fluorescence, 30 min
# USP30 inh – blocks human USP30 ubiquitin-rhodamine cleavage. purified USP30, Ub-rhodamine cleavage fluorescence. actives 5.3% (n = 47,000). Q70CQ3. inhibition, % at 25 µM
# Target sequence (Q70CQ3 whole entry, looked up): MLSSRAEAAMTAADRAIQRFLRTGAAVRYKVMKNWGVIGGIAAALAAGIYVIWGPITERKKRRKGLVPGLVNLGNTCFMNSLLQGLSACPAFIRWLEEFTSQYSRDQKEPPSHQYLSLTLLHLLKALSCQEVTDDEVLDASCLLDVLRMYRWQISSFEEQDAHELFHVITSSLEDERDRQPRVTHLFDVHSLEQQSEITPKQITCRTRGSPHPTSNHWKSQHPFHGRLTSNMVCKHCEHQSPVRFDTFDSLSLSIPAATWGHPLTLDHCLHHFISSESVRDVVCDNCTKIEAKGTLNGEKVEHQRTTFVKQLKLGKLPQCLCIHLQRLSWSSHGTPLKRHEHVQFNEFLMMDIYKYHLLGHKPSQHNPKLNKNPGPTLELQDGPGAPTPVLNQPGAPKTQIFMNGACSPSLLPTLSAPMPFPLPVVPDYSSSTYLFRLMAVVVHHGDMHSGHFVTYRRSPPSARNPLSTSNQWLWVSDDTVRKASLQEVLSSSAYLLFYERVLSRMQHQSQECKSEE
# USP10 block – blocks human USP10 ubiquitin-rhodamine cleavage; Q14694; purified USP10, Ub-rhodamine fluorescence, 60 min; actives 1.1% (n = 47,000); AID 1645856; inhibition, % at 20 µM
# USP17 inh – inhibitors of human USP17 deubiquitinase; A8MUK1; purified USP17, Ub-rhodamine cleavage fluorescence, 3 h; inhibition, % at 50 µM; actives 6.5% (n = 47,000); AID 1645855
# OTUD3 block – blocks human OTUD3 ubiquitin-rhodamine cleavage; AID 1645858; Q5T2D3; actives 0.7% (n = 47,000); purified OTUD3, Ub-rhodamine fluorescence, 2 h; inhibition, % at 25 µM
# * hit, by the source's call; i = inactive; x = not tested or not shown. Cut-off read from the data, not from the text of the source: active = inhibition above about 30%; inactive = the rest.
SMILES,USP8 inh,UCHL1 block,USP7 block,USP28 inh,USP30 inh,USP10 block,USP17 inh,OTUD3 block
COc1ccccc1N1CCN(C(=O)c2ccc3c(=O)n(CCc4ccccc4)c(=O)[nH]c3c2)CC1,30,6,7,8,35*,40*,20,5
Cc1ccc(C)c(NC(=O)COc2ccc(C)nc2[N+](=O)[O-])c1,-110,-1,-3,-6,1,-1,-1,-1
O=C(Cc1ccc(-n2c(=O)c3ccccc3n(CC(=O)Nc3cc(Cl)cc(Cl)c3)c2=O)cc1)NCCc1ccccc1,30,1,7,-8,-88,0,-2,2
CCNC(=O)N1CCc2c(cccc2-n2nnc(C(=O)N(C)Cc3ccco3)c2C)C1,37*,-2,-7,-5,-75,-8,-5,-8
Cc1cc(C(=O)N2C[C@@H]3CC[C@H](Oc4ccccc4)[C@@H]3C2)c2c(C)noc2n1,4,2,2,3,13,0,3,4
Cc1nn(-c2ccccc2)c2c1C(c1ccco1)c1c(ncn3nc(-c4ccccn4)nc13)O2 (centres undefined),5,1,2,7,16,1,9,14
O=C(NCCCN1CCOCC1)c1cc2occc2n1Cc1ccccc1,-6,-3,-17,-13,-82,-11,-17,-4
COc1ccc(Cl)cc1NC(=O)c1cc(-c2ccncc2)n[nH]1,16,-2,0,7,20,-2,13,2
O=C(NCCCN1CCN(c2ccc(F)cc2)CC1)c1ccc2c(=O)n(CCc3ccccc3)c(=O)[nH]c2c1,30*,0,6,20,42*,3,31*,29
c1ccc(SCc2cc(N3CCOCC3)nc(-c3ccncc3)n2)cc1,-234,-2,0,-21,-5,3,-11,-5
COc1cc2c(cc1OC)CC(=O)N(Cc1ccc(Br)cc1)C=C2,-4,3,-2,1,8,2,11,-135
COC1CCN([C@@H]2[C@@H](O)[C@H](Oc3cccnc3)C[C@H]2NC(=O)c2cccnc2)CC1,4,-4,-3,-4,-40,-13,-20,-6

# Individual results from the entries so far:
# Under OTUD3 block, Cc1nn(-c2ccccc2)c2c1C(c1ccco1)c1c(ncn3nc(-c4ccccn4)nc13)O2 (centres undefined) reads 14
# Under USP7 block, COC1CCN([C@@H]2[C@@H](O)[C@H](Oc3cccnc3)C[C@H]2NC(=O)c2cccnc2)CC1 reads -3

# Next entries:
SMILES,USP8 inh,UCHL1 block,USP7 block,USP28 inh,USP30 inh,USP10 block,USP17 inh,OTUD3 block
COc1ccc(NC(=O)Cn2cnc3c(cnn3C(C)(C)C)c2=O)c(OC)c1,-6,0,-11,3,1,-1,-8,5
O=S(=O)(Cc1ccc(Cl)cc1)N1CCc2nc[nH]c2C1,2,-5,1,x,x,-1,-6,1
O=C(c1nc(-c2ccccc2)nc2c1OCO2)N1CCCC1,-6,-2,0,-15,-10,-6,-23,-12
Cc1cccc(Nc2nccnc2C2CCCN2C(=O)c2cc(C)on2)n1 (centres undefined),14,-3,3,4,8,-3,4,9
Cc1c(C(=O)N2CCCC2)nnn1-c1cccc2c1CCN(CC1CC1)C2,3,-17,-20,-129,-290,-11,-60,-59
Cn1cc(-c2cnc(-c3ccnn3C)nc2)cc1C(=O)N1CCN(c2ccncc2)CC1,-33,3,2,11,24,0,5,12
Cc1nc2cc(-c3noc(C4CCC4)n3)ccc2n(C2CCCC2)c1=O,7,-2,-9,-32,-79,-2,1,-17
Cc1ccc2c(Nc3ccccc3)c(C(=O)N3CCC(C)CC3)cnc2n1,-12,-4,-2,-31,-70,-8,-27,-16
CN1C(=O)N(CC(=O)Nc2c(Cl)cccc2Cl)C(=O)C12CCCCC2,17,2,0,9,25,-2,12,15
CC(C)Cc1ccc(-c2cc(C(=O)NC3CCCc4ccccc43)c3ccccc3n2)cc1 (centres undefined),-23,-7,0,-12,-30,0,-9,0
COc1ccccc1-c1nc(CC(=O)N[C@@H](Cc2c[nH]c3ccccc23)C(=O)O)cs1,2,-2,-1,4,-9,0,9,5
COc1ccccc1/C=C/C(=O)N[C@@H]1C[C@H]2CC[C@@H]1C2,11,2,7,13,18,2,3,1
CC1CCN(c2nc(F)c3c(c2F)S(=O)(=O)CCN3Cc2ccccc2)CC1,92*,5,1,6,-10,-1,48*,5
COc1cc2ncc(S(=O)(=O)c3ccccc3)c(NCc3ccc(C)cc3)c2cc1OC,-13,5,9,-8,-6,2,-10,-9
CCc1nnc(-c2cc(S(=O)(=O)Nc3ccccc3F)c[nH]2)o1,16,2,6,8,3,-2,-5,10
c1cc(-c2noc(C3CCNCC3)n2)ccn1,1,-4,1,x,x,1,1,-1
Nc1ncc(-c2ccc(F)cc2)c(C2CCCN(C(=O)c3ccn[nH]3)C2)n1 (centres undefined),-1,0,-2,-9,-15,3,-4,-3
CCn1nc(C)c(S(=O)(=O)N2CCN(C(=O)Cc3ccc(F)cc3)CC2)c1C,0,-2,1,-11,5,0,0,-1
O=C(Nc1cc(-c2ccccn2)no1)c1ccccc1F,9,1,1,21,6,-4,11,7
CC1CC(=O)Nc2ccccc2N1C(=O)c1ccc(F)cc1F (centres undefined),-45,1,0,0,-1,0,-5,-1
O=C(Nc1ccc2c(c1)OCO2)c1cncc(NS(=O)(=O)c2ccccc2)c1,70*,21,-33,0,-136,0,16,-3
COc1ccc(-c2noc(C3(c4ccc(OC)cc4)CCOCC3)n2)cc1,15,8,12,8,18,7,14,11
Cc1nc(-c2cc(S(=O)(=O)N3CCCCC3)c(C)s2)no1,-8,-2,-2,1,-8,-2,5,3
Cc1cccc(Cn2cccc(S(=O)(=O)N3CCCC3)c2=O)c1,6,0,-3,3,1,-4,6,6
O=C(Nc1cccc(N2CCCC2=O)c1)c1cccc2cccnc12,2,5,5,-1,12,4,56*,0
Cc1ccc(NC2=NC3(CCCCC3)N=C(N)N2)cc1,-8,-2,2,3,3,0,-5,0
COc1ccc2ncc(S(=O)(=O)c3ccc(Cl)cc3)c(N3CCCC3)c2c1,-4,-1,1,-3,-27,-3,-3,-1
CC1CCCCN1c1ncnc2c1sc1nc(-c3ccccc3)c3c(c12)CCC3 (centres undefined),-8,-2,-6,-13,-6,-1,-9,-5
COCc1cc(C)nc(SCC(=O)Nc2nnc(-c3ccccc3)s2)c1C#N,0,-3,2,-13,-36,17,-21,-3
Cc1ccc(S(=O)(=O)CCC(=O)OCC(=O)c2cc(C)n(-c3ccc4c(c3)OCO4)c2C)cc1,58*,4,5,18,3,6,41*,0
Cc1ccc(C)c(CNC(=O)c2cnc(-c3ccccc3)nc2-c2ccncc2)c1,0,-20,-16,-79,-308,-7,-28,-72
Cn1nc(C2CCCN(C(=O)CCc3ccccc3F)C2)c2nccnc21 (centres undefined),-4,2,0,0,-3,-3,0,5
Cc1nc2n(n1)CCN(C(=O)c1cc(C(C)(C)C)n(C)n1)C2,20,2,6,7,15,0,10,19
CC(=O)N1CC(c2ccnc(Nc3cc(C(F)(F)F)ccn3)n2)C1,0,-1,-7,-4,-3,0,-12,0
CN(C)C(=O)N1CCn2c(nnc2C2CCCN2)C1 (centres undefined),-4,-1,0,13,13,-3,-3,15
COc1cc(C)ccc1-n1c(-c2ccc(F)cc2)cn2c3c(=O)n(C)c(=O)n(C)c3nc12,9,6,-11,2,39*,-1,43*,13
CN(C)CC(=O)N1CCC2(CC1)OC(=O)N(Cc1ccccc1)c1ccccc12,0,0,-79,11,6,0,-12,-12
O=C(CC(c1ccccc1)c1ccccc1)N1CCN(c2ccc(F)cc2)CC1,0,8,-12,15,13,5,6,9
O=C(CSc1ncnc2c1nnn2Cc1ccc(F)cc1)N1CCOCC1,-2,1,-8,17,11,4,1,3
O=C(NCc1ccccc1)c1cc2occc2c(Nc2ccc(F)cc2)n1,-11,1,2,-7,-17,18,1,-9
Cc1nnc(SCC(=O)c2ccc3ccccc3c2)n1Cc1ccccc1,7,1,-4,1,6,0,0,-3
Cn1nccc1-c1nccnc1CC1CCCN(S(C)(=O)=O)C1 (centres undefined),-7,0,2,0,2,0,7,4
O=C(NC1CCN(Cc2ccccc2)CC1)C1CCCN(S(=O)(=O)N2CCCCC2)C1 (centres undefined),-52,-3,-5,-18,-35,-7,-8,-20
CCc1noc(C)c1C(=O)N1CCCCC1c1ccn2nc(C)cc2n1 (centres undefined),-9,2,-3,0,4,1,-3,-3
Cc1ccn2cc(-c3ccc(NS(=O)(=O)c4cc(C)c(C)cc4C)cc3)nc2n1,21,-5,0,0,-16,-5,-33,-25
Cc1ccc(NC(=O)c2cc(C)cc(C)c2)cc1,-2,-1,0,0,7,-3,0,3
O=C(CNC(=O)c1ccc(F)c(F)c1)Nc1nc2ccccc2[nH]1,7,0,7,2,11,3,22,7
Cc1ncc(CO)c2cc(C(=O)Nc3ccc(Cl)cc3)c(=Nc3ccccc3)oc12,-252,-2,-1,-10,-1,0,-6,-7
CCN(CC)C(=O)C1Cn2ccnc2C2(CCN(C(=O)Nc3ccc(F)cc3)CC2)O1 (centres undefined),-27,1,5,1,21,2,3,6
CC1(C)Cc2c(c(N3CCCC3)nc3sc4c(NCCN5CCOCC5)ncnc4c23)CO1,11,12,10,-7,-27,5,-2,3
CCc1ccc(NC(=O)C(=O)NCC2CCNCC2)cc1,3,-1,3,5,9,0,9,3
CC(C)Cc1nc2sc3c(SCC(=O)N4CCCCC4)ncnc3c2c2c1CCC2,9,2,1,25,15,1,2,13
Cc1nc(CN2CCCC2Cn2cncn2)oc1C (centres undefined),-3,-4,-8,-29,-121,-6,-27,-16
O=C(CCCCn1c(=O)c2ccccc2n(CC(=O)Nc2ccc(Br)cc2F)c1=O)NCc1ccco1,-231,-169,-161,-250,i,-11,-134,-172
Cc1cc(N2CCCC2)n2nc(CN3CCC(N4CCCCC4)CC3)nc2n1,3,-1,-1,-9,-9,0,-1,-4
Cc1ccc(NC(=O)Cc2n[nH]c(Cc3ccc(F)cc3)n2)c(F)c1,-13,-1,-11,9,2,1,x,-3
CC(=O)Nc1ccc(Oc2sc(C(=O)c3ccccc3)c(N)c2C#N)cc1,9,3,7,21,22,7,30,18
O=C(c1cn(-c2ccc(F)cc2)nn1)N1CCCC1,0,4,0,-8,-21,3,-10,-1
CN(c1ccccc1)c1nc(=O)n(CC(=O)NC2CCc3ccccc32)c2ccccc12 (centres undefined),-15,0,-8,11,-1,17,18,2
COCC(=O)Nc1cccn2nc(C3CCC3)nc12,6,-2,-1,-1,-4,-1,1,-3

# In another format: four of the compounds above.
SMILES: CC(=O)Nc1ccc(Oc2sc(C(=O)c3ccccc3)c(N)c2C#N)cc1
- USP8 inh: 9
- UCHL1 block: 3
- USP7 block: 7
- USP28 inh: 21
- USP30 inh: 22
- USP10 block: 7
- USP17 inh: 30
- OTUD3 block: 18
SMILES: O=C(c1cn(-c2ccc(F)cc2)nn1)N1CCCC1
- USP8 inh: 0
- UCHL1 block: 4
- USP7 block: 0
- USP28 inh: -8
- USP30 inh: -21
- USP10 block: 3
- USP17 inh: -10
- OTUD3 block: -1
SMILES: CN(c1ccccc1)c1nc(=O)n(CC(=O)NC2CCc3ccccc32)c2ccccc12 (centres undefined)
- USP8 inh: -15
- UCHL1 block: 0
- USP7 block: -8
- USP28 inh: 11
- USP30 inh: -1
- USP10 block: 17
- USP17 inh: 18
- OTUD3 block: 2
SMILES: COCC(=O)Nc1cccn2nc(C3CCC3)nc12
- USP8 inh: 6
- UCHL1 block: -2
- USP7 block: -1
- USP28 inh: -1
- USP30 inh: -4
- USP10 block: -1
- USP17 inh: 1
- OTUD3 block: -3

# Remaining list, next part.
SMILES,USP8 inh,UCHL1 block,USP7 block,USP28 inh,USP30 inh,USP10 block,USP17 inh,OTUD3 block
CN1CCCC12CCCN(C(=O)c1ccc(C(F)(F)F)cc1)C2 (centres undefined),-42,-1,-2,-4,8,-1,-4,-11
CC(NC(=O)COc1ccc2oc3ccccc3c2c1)c1ccccc1 (centres undefined),0,-1,3,-1,22,4,42*,-6
NC(=O)CN1CCCn2c(nc3ccccc32)C1Cc1ccccc1 (centres undefined),-16,-4,-5,-8,0,0,-2,0
Cc1cccc(NC(=O)CN2C(=O)C3CCCN3c3ncc(Cl)cc32)c1C (centres undefined),-2,-10,-15,-72,-269,-6,-21,-47
O=C(c1cccnc1)N1CCCC(c2cc(-c3ccc(F)cc3)n[nH]2)C1 (centres undefined),13,4,0,14,20,-1,14,9
COc1ccc(OC)c(C(C)Nc2ncnc3ccsc23)c1 (centres undefined),-18,-3,-1,-4,-12,-1,-10,-7
CC(NC(=O)c1ccc(-c2nnc(-c3ccccc3)o2)cc1)c1ccc(S(C)(=O)=O)cc1 (centres undefined),4,6,9,23,41*,5,71*,36*
N#Cc1ccc(-c2ccncc2)[nH]c1=O,-5,-2,1,-1,-5,-3,-15,-6
CC(C)(C)c1cc(NC(=O)CCc2ccccc2)no1,11,-1,0,1,24,11,4,3
